# VIM-2 inh – inhibitors of Pseudomonas aeruginosa VIM-2 metallo-beta-lactamase; inhibition, % at 5.6 µM; purified VIM-2, nitrocefin hydrolysis, epi-absorbance fluorescence; 290,000 compounds, 0.89% hits;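 active = inhibition above the mean of all tested compounds plus 3 SD, cutoff set per screening run, cut at about 7.5% in these data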;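 also: red hydrolysis product quenches plate fluorescence so inhibitors raise well fluorescence; 0% = enzyme with DMSO and 100% = DMSO without enzyme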
# FID counter – counter-screen for HCV NS3 helicase inhibitors: DNA intercalator displacement; inhibition, % at 7.9 µM; 290,000 compounds, 0.17% hits; DNA fluorescent intercalator displacement, fluorescence; in the data active = inhibition above about 37%;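 also: 0% = vehicle and 100% = reference compound; higher means more ethidium bromide displaced from hairpin DNA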
# MEKK2 WT-MEK5 – raises or lowers MEK5 binding to wildtype human MEKK2 PB1 domain; Q9Y2U5; bead flow cytometry, Alexa488-MEK5 binding to MEKK2 WT; actives lie on both sides; binding response (% of control), % at 10 µM; 290,000 compounds, 1.1% hits; AID 1531; in the data active = binding response below about 67% or above about 130%
# M18AAP inhibitor – PfM18AAP enzyme inhibition; recombinant PfM18AAP, H-Glu-NHMec fluorogenic cleavage; 290,000 compounds, 1.2% hits; AID 1822; inhibition, % at 7.35 µM;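 active = inhibition above the campaign mean inhibition over all tested compounds plus 3 SD, cut at about 28% in these data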;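 also: 0% = plate median of test compound wells and 100% = 2 mM ZnCl2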
# UBC9 SUMO inh – blocks human SUMOylation mediated by UBC9; P63279; HTRF SUMOylation assay, SAE1/SAE2 + UBC9, in vitro; inhibition, % at 35 µM; 290,000 compounds, 0.36% hits; AID 2006; in the data active = inhibition above about 50%, passing the limit was not always enough; also: strong numbers were not always called active
# Target sequence (P63279 whole entry, looked up): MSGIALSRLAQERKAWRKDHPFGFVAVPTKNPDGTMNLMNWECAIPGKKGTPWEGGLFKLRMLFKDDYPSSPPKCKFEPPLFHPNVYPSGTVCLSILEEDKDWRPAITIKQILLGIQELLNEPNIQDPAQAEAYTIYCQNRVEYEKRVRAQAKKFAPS
# NS3 helicase inh – HCV NS3 helicase inhibition | NS3 helicase DNA unwinding, Cy5 molecular beacon fluorescence | inhibition, % at 10.9 µM | 290,000 compounds, 0.56% hits | AID 1800;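 active = inhibition above the mean of all tested compounds plus 3 SD, set per campaign, cut at about 35% in these data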;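 also: 0% = DMSO wells and 100% = thioflavine S control wells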
#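 System: NS3 helicase fragment of HCV / Schedule: 1 h at 25 °C / Control set: DMSO alone as 0% and 110 µM thioflavine S as 100% / Reagent: Cy5/quencher beacon DNA duplex and ATP to start / Technique: Cy5 fluorescence / Replication: singlicate / Evaluation: % inhibition of end-to-start signal ratio versus controls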
# MEKK2mut PB1 HTS – signal of MEK5 binding to mutant human MEKK2 PB1 domain | bead flow cytometry, Alexa488-MEK5 binding to MEKK2 mutant | percent response, % at 10 µM | 290,000 compounds, 0.35% hits; in the data active = percent response above about 24%, passing the limit was not always enough; also: inactives centre near 1; some results filed as inactive read as strong as hits
# NALP1 inh – inhibitors of NALP1 inflammasome in yeast; inhibition, % at 10 µM; S. cerevisiae NALP1/ASC/caspase-1 growth, X-gal OD620, 72 h; AID 2071; 280,000 compounds, 0.61% hits; in the data active = inhibition mostly above about 24%, no sharp cut-off; inactive = mostly below about 32%; also: some compounds called inactive have numbers as strong as hits
# IMP-1 inh – inhibitors of Pseudomonas aeruginosa IMP-1 metallo-beta-lactamase. purified IMP-1, nitrocefin hydrolysis, epi-absorbance fluorescence. inhibition, % at 5.6 µM. 290,000 compounds, 0.45% hits. AID 1556;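 active = inhibition above the mean plus 3 SD of all compounds in the same screening run, cut at about 4.5% in these data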;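 also: 0% = IMP-1 with DMSO and 100% = DMSO wells lacking enzyme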
#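 System: Purified IMP-1 | Read-out basis: Percent enzyme inhibition | Controls: IMP-1 with DMSO as 0%, enzyme-free DMSO as 100% | Replicates: One well per compound | Doses: 5.6 µM nominal single concentration | Detection: Epi-absorbance fluorescence, 480 nm excitation, 530 nm emission | Incubation: 25 °C, 15 min preincubation, 25 min reaction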
# An asterisk follows results filed as active; · = no result given.
SMILES,VIM-2 inh,FID counter,MEKK2 WT-MEK5,M18AAP inhibitor,UBC9 SUMO inh,NS3 helicase inh,MEKK2mut PB1 HTS,NALP1 inh,IMP-1 inh
O=C(c1ccco1)N1CCc2[nH]nc(-c3ccccc3)c2C1,0.1,-13.8,100.0,-3.6,3.2,2.7,0.0,16.7,-0.4
Cc1noc(C)c1C(=O)NCCC1=CCCCC1,-2.7,-3.0,111.0,-1.3,-12.0,0.1,7.0,14.4,-1.7
CCC(c1nnc(SCC(=O)Nc2cc(Cl)ccc2C#N)n1C1CCCCC1)N(C)C (centres undefined),5.1,1.9,92.0,-0.7,14.9,-15.5,-2.0,29.4,-1.7
CCOC(=O)c1[nH]c(C)c(C(=O)Nc2ccc(C)c(Cl)c2)c1C,-2.8,-4.9,100.0,-4.4,-0.4,-1.7,0.0,20.9,-2.8
CCCc1cc(-c2[nH]ncc2-c2ccc(C(=O)OCC)o2)c(O)cc1O,-1.6,-13.8,112.0,4.8,6.1,-31.0,7.0,15.6,-2.0
COC(=O)c1sccc1NC(=O)COc1ccccc1Cl,0.0,-7.7,111.0,5.6,-11.7,-8.5,-1.0,30.1,-1.9
C[C@@H](Nc1nc(-c2ccccc2)nc2c1oc1ccccc12)C(=O)O,-1.1,-26.6,100.0,-9.6,23.4,20.9,6.0,6.0,-3.4
COc1ccc(S(=O)(=O)Nc2ccc3c(c2)n(C)c(=O)n3C)cc1,-0.2,-3.0,104.0,2.7,13.4,-3.7,2.0,2.2,-2.0
CSc1nc2ccccc2n1Cc1cccc([N+](=O)[O-])c1,-1.1,2.1,108.0,-0.6,4.6,5.9,1.0,27.3,-4.4
C(=N\Nc1nc2ccccc2[nH]1)/c1ccccc1,-2.9,19.0,102.0,9.1,10.4,-1.1,-9.0,-5.6,-3.0
Cc1ccc(NC(=O)CSc2nnnn2C)cc1S(=O)(=O)N(C)C,-1.5,-3.0,92.0,-6.5,3.5,-3.2,-3.0,11.0,-1.5
CC1CN(c2c3c(nc4ncnn24)CCCC3)CC(C)O1 (centres undefined),-0.1,3.9,109.0,0.0,-4.1,2.9,12.0,13.6,-4.1
CCOCCCNc1ncc2c(n1)CC(c1ccc(C)cc1)CC2=O (centres undefined),1.6,4.5,102.0,-3.2,23.3,10.1,9.0,-7.5,3.5
CCOc1ccc2[nH]c(C)c(CN3CCN(CC)CC3)c(=O)c2c1,-1.8,8.8,92.0,1.9,15.4,-0.7,-13.0,17.3,5.2*
O=C(COc1ccc2cc(Br)ccc2c1Br)N1CCOCC1,-0.9,-31.8,103.0,5.8,2.8,-11.7,1.0,-5.3,-2.9
COc1ccccc1N1C(=O)c2ccc(C(=O)Nc3ccccc3O)cc2C1=O,-0.1,-6.7,99.0,-1.1,6.7,0.9,5.0,10.3,-2.2
Nc1nc2n(n1)C(c1ccco1)CC(c1ccccc1)N2 (centres undefined),-0.7,-1.1,101.0,-5.0,4.1,-1.4,0.0,-52.9,-3.2
COc1cccc(C(C)NC(=O)c2ccncc2)c1 (centres undefined),-0.9,-5.9,107.0,-0.1,2.7,-4.8,4.0,-3.0,0.0
COc1ccc(-c2nonc2NC(=O)c2ccco2)cc1OC,0.7,1.0,101.0,-3.3,1.1,4.9,0.0,19.1,1.3
O=C(NCN1C(=O)C2C3C=CC(C3)C2C1=O)Nc1ccccc1O (centres undefined),-1.8,-0.6,100.0,1.3,10.4,1.3,5.0,24.9,-2.3
COc1cc(-c2nnc(COC(=O)c3cc(C)no3)o2)cc(OC)c1OC,-1.8,-28.0,106.0,-1.0,2.0,6.2,7.0,10.2,-2.4
CSc1ncc(CN2CCN(C3CCCCC3)C(CCO)C2)cn1 (centres undefined),-2.6,6.2,90.0,5.4,1.5,4.9,-6.0,-12.7,-3.0
CCOC(=O)C1CCCN(S(=O)(=O)c2ccc(-n3cnnn3)c(C)c2)C1 (centres undefined),-1.9,-13.6,102.0,-1.2,-0.6,1.6,0.0,12.7,-2.1
CC(=O)c1ccc(O)c(CO)c1,-2.7,-4.9,101.0,8.3,9.6,-5.0,2.0,-5.7,-1.4
Cc1ccc(S(=O)(=O)NCc2ccccc2)cc1C(=O)NCc1ccccn1,-3.1,-2.5,107.0,-2.1,4.6,2.6,6.0,2.3,-2.4

# Ordered by molar mass (high to low): some entries from above
SMILES,VIM-2 inh,FID counter,MEKK2 WT-MEK5,M18AAP inhibitor,UBC9 SUMO inh,NS3 helicase inh,MEKK2mut PB1 HTS,NALP1 inh,IMP-1 inh
COc1cc(-c2nnc(COC(=O)c3cc(C)no3)o2)cc(OC)c1OC,-1.8,-28.0,106.0,-1.0,2.0,6.2,7.0,10.2,-2.4
COc1ccc(S(=O)(=O)Nc2ccc3c(c2)n(C)c(=O)n3C)cc1,-0.2,-3.0,104.0,2.7,13.4,-3.7,2.0,2.2,-2.0
Cc1noc(C)c1C(=O)NCCC1=CCCCC1,-2.7,-3.0,111.0,-1.3,-12.0,0.1,7.0,14.4,-1.7

# Returning to the listing with the six entries that preceded the break.
SMILES,VIM-2 inh,FID counter,MEKK2 WT-MEK5,M18AAP inhibitor,UBC9 SUMO inh,NS3 helicase inh,MEKK2mut PB1 HTS,NALP1 inh,IMP-1 inh
O=C(NCN1C(=O)C2C3C=CC(C3)C2C1=O)Nc1ccccc1O (centres undefined),-1.8,-0.6,100.0,1.3,10.4,1.3,5.0,24.9,-2.3
COc1cc(-c2nnc(COC(=O)c3cc(C)no3)o2)cc(OC)c1OC,-1.8,-28.0,106.0,-1.0,2.0,6.2,7.0,10.2,-2.4
CSc1ncc(CN2CCN(C3CCCCC3)C(CCO)C2)cn1 (centres undefined),-2.6,6.2,90.0,5.4,1.5,4.9,-6.0,-12.7,-3.0
CCOC(=O)C1CCCN(S(=O)(=O)c2ccc(-n3cnnn3)c(C)c2)C1 (centres undefined),-1.9,-13.6,102.0,-1.2,-0.6,1.6,0.0,12.7,-2.1
CC(=O)c1ccc(O)c(CO)c1,-2.7,-4.9,101.0,8.3,9.6,-5.0,2.0,-5.7,-1.4
Cc1ccc(S(=O)(=O)NCc2ccccc2)cc1C(=O)NCc1ccccn1,-3.1,-2.5,107.0,-2.1,4.6,2.6,6.0,2.3,-2.4
COc1ccccc1/C=C/C=N/NC(=O)CC1C(=O)NN=C1C (centres undefined),4.5,-8.4,90.0,13.7,-15.6,6.9,-9.0,·,-0.9
COC(=O)c1ccc(C(=O)OC)c(NC(=O)c2cnc3n(c2=O)CCS3)c1,-1.6,-0.2,98.0,0.5,-6.6,5.3,5.0,0.8,-3.2
OCc1nc2c(ccc3ccccc32)[nH]1,-1.4,0.1,99.0,-10.7,1.6,2.6,11.0,5.3,-2.3
CCOC(=O)CC1=C(C(=O)OCC)C(c2cccnc2)C(C#N)=C(N)O1 (centres undefined),0.8,-12.5,98.0,-18.4,-0.7,1.2,-2.0,1.0,1.2
Cc1cc(C)cc(OCC(=O)NNC(=O)c2ccoc2C)c1,-0.6,-0.8,101.0,4.2,-5.3,3.4,6.0,40.6,-2.4
COCCN(Cc1ccc(C)c(Br)c1)C(=O)Cn1cnc(S(=O)(=O)N2CCCC2)c1,-3.3,-39.5,98.0,0.7,0.6,-0.2,-2.0,6.4,-4.2
CCc1nn(CCCC(=O)NCc2ccc(C)cc2)c(=O)c2cc3occc3n12,0.0,-44.2,97.0,5.2,-4.3,8.7,0.0,11.7,-3.3
CCC(CC)Nc1ccc(C(CC(N)=O)NC(=O)c2ccccc2)cc1[N+](=O)[O-] (centres undefined),-1.6,-25.2,98.0,-2.8,13.9,-2.4,0.0,-5.3,-2.0
Cc1nnc(NC(=O)CSc2nnc(-c3ccccc3)n2C)s1,-1.1,-5.5,103.0,-4.2,-2.9,13.9,-2.0,-1.6,-0.8
CC(=O)N1CCN=C1SCc1ccc(Br)cc1,-4.0,-4.9,104.0,2.4,21.6,-0.8,2.0,29.5,-3.0
C/C(=N/NC(=O)CCCOc1ccc(Cl)cc1Cl)c1ccc(C)o1,-3.9,-12.7,103.0,3.2,0.4,5.4,-1.0,22.5,0.0
Cc1oc(-c2ccccc2F)nc1CSCC(=O)NC1CCCC1,-2.1,-36.4,103.0,-4.8,12.8,9.0,1.0,7.5,-1.5
Cc1ccccc1CNCc1cccnc1,-1.2,-8.2,91.0,-0.3,25.6,7.6,-6.0,10.0,-3.0
CCOc1ccccc1Nc1nc(-c2sc(NC(=O)c3ccccc3)nc2C)cs1,-1.2,0.5,113.0,-2.4,21.9,-10.5,5.0,2.6,-3.0
O=C(Cn1cnc2cc([N+](=O)[O-])ccc2c1=O)Nc1ccc2c(c1)OCO2,-3.2,13.2,101.0,2.1,1.7,-1.4,5.0,-2.1,-3.1
OCC1(C2=NOC(O)(C(F)(F)F)C2)CCCCC1 (centres undefined),-1.6,3.8,101.0,-9.1,4.3,10.3,0.0,13.7,-2.6
CC(=O)N1CCN(c2nnnn2-c2ccccc2)CC1,-1.8,0.0,104.0,5.7,13.1,-1.2,6.0,-20.7,-3.2
Cc1ccc(NC(=O)CN(C)C(=O)CCOc2cccc(C)c2)cc1,-1.3,-24.5,104.0,-6.5,0.0,2.6,3.0,29.2,-2.4
COc1cc(-c2noc(C3CCCN(S(=O)(=O)c4cccc(Cl)c4)C3)n2)cc(OC)c1OC (centres undefined),-2.8,-0.7,99.0,-4.3,-4.7,-7.2,-8.0,0.2,-0.1
Cc1ccc(S(=O)(=O)Nn2c(C)ccc2C)cc1,-1.0,-1.2,102.0,-3.8,5.4,7.2,5.0,4.8,-2.0
CCCCC(=O)NCc1ccc2c(c1)cc(C)n2C,-1.6,-27.8,86.0,4.3,6.6,17.2,-3.0,36.1,-3.9
CCN1CCN(C(=O)c2ccc(COc3ccc(Cl)cc3)o2)CC1,-1.2,3.2,111.0,0.3,-6.6,-16.2,6.0,15.7,-0.5
Cc1ccc(C(=O)N/C(=C/c2ccccc2)C(=O)NCc2ccncc2)cc1,-1.8,-9.4,105.0,2.9,23.4,5.0,6.0,18.2,-3.0
Cc1csc(SCc2c(C(=O)O)oc3ccccc23)n1,0.2,-11.6,96.0,-3.9,·,16.6,5.0,·,-1.7
CCOCCCNC(=O)CCc1ccc(-n2cnc3cccnc32)cc1,-2.3,-12.9,111.0,1.0,6.6,-13.0,14.0,3.4,-2.5
O=[N+]([O-])c1cc([N+](=O)[O-])c(N2CCOCC2)cc1NCc1ccccc1,-2.7,3.7,92.0,0.0,-10.7,-0.5,-2.0,39.1,-2.9
Cc1cc(Nc2ccccc2Br)n2nc(C)nc2n1,7.3,-10.2,101.0,-3.8,5.6,-11.9,-3.0,15.2,-3.5
O=C(NCCc1cccs1)C12CN(Cc3ccccc3)CC1C(c1cccc([N+](=O)[O-])c1)=NO2 (centres undefined),0.4,-15.6,100.0,-7.7,0.4,56.0*,2.0,27.2,-1.6
N#Cc1c(NC(=O)CSc2ncn[nH]2)sc2c1CCCC2,-0.3,-7.5,105.0,27.6,0.5,1.6,1.0,10.0,-0.9
Cn1cccc1Cc1nnc(SCC(=O)Nc2cccc(F)c2)n1-c1ccc(F)cc1,-3.0,-24.9,88.0,-0.9,-4.0,2.9,-3.0,14.6,-3.6

# Bioassay records deposited in PubChem BioAssay by several laboratories.

# Rows are unselected; any-hit rate near 4.7%.
